# KB-3-1 cytotox = qHTS assay for MDR1-selective chemotherapeutics: Primary screen using the parental adenocarcinoma cell KB-3-1 | hit rate 1.4% among 400,000 | Potency, µM (series often up to 46.1 µM), inactives show at the highest dose activity change, negative = cytotoxic, hits mostly cytotoxic | AID 1347075, 2019 | KB-3-1 viability, CellTiter-Glo ATP luminescence, 72 h; further: potency means the concentration at half of the fitted maximal effect; on the % scale 0 is the no-effect control and ±100 the full control effect; nearly all actives have a fitted effect of over 60% in size
#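 Viability of parental KB-3-1 cells, measured by CellTiter-Glo luminescence, followed a 72 h incubation at 37 °C with pinned compounds in phenol-red-free DMEM containing 10% FBS.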
# KB-V1 MDR tox = qHTS assay for MDR1-selective chemotherapeutics: Primary screen using the drug-selected MDR subline cells KB-V1. KB-V1 MDR cells viability, CellTiter-Glo, 72 h. Potency, µM (highest dose often 46.1 µM), for the others: at the top dose activity change, negative = cytotoxicity, actives largely listed as cytotoxic. hit rate 3.4% among 400,000; further: potency means the concentration at half of the fitted maximal effect; on the % scale 0 is the no-effect control and ±100 the full control effect; nearly all actives have a fitted effect of over 60% in size
#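 Cytotoxicity toward P-gp-expressing KB-V1 cells was determined as loss of CellTiter-Glo luminescence after 72 h at 37 degrees C. Compounds were tested in quantitative HTS format across a concentration range, with curves fitted to normalized data.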
# WRN helicase inh = qHTS for Inhibitors of WRN Helicase; hit rate 0.46% among 360,000; Potency, µM (highest dose often 114 µM), for the others: at the highest dose activity change, negative = inhibition, usual class: inhibitors; WRN helicase unwinding, fluorescent forked duplex, kinetic; further: potency means the concentration at half of the fitted maximal effect; on the % scale 0 is the no-effect control and ±100 the full control effect; nearly all actives have a fitted effect of over 55% in size
# Target sequence (Q14191 whole entry, looked up): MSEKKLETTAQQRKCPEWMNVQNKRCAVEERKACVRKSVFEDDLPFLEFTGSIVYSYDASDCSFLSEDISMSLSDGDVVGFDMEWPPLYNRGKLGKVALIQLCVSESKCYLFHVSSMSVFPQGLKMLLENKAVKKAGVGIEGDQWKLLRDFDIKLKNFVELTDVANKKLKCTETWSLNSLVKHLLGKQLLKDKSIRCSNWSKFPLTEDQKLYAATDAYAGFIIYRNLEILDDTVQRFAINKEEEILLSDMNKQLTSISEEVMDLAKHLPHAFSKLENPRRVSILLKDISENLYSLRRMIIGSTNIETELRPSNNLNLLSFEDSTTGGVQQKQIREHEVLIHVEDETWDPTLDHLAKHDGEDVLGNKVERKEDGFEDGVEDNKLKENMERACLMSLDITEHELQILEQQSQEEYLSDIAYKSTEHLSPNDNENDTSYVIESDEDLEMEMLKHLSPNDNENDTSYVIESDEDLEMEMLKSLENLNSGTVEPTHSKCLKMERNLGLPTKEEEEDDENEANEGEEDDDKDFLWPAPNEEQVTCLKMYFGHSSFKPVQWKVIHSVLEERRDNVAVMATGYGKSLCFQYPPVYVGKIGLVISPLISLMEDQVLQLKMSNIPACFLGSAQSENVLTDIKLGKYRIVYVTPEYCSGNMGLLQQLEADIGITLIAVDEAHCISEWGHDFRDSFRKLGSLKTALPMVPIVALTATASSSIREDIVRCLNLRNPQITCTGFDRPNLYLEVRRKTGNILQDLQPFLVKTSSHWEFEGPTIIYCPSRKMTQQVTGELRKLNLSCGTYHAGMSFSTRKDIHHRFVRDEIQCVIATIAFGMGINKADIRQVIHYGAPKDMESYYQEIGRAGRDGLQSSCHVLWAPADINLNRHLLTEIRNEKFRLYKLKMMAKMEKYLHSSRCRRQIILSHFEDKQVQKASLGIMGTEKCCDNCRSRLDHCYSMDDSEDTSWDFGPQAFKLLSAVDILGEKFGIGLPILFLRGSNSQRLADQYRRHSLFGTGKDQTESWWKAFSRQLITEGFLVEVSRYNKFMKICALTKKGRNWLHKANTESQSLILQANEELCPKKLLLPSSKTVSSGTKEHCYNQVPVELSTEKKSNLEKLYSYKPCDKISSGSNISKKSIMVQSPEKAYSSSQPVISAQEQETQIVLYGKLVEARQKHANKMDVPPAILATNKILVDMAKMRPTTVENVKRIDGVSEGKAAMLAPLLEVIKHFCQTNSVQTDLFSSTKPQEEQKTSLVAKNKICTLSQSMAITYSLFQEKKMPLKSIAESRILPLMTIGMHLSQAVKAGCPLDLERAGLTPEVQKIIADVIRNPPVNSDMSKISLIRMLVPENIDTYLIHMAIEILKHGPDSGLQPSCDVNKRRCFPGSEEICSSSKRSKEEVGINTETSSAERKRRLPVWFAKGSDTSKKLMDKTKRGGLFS
#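 Kinetic fluorescence helicase assay: unwinding of a quenched forked DNA duplex (100 nM final) with 2 mM ATP final raises red fluorescence (525/598 nm). Compounds sat 15 min at room temperature with 20 nM WRN beforehand.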
# HT1080 IDH1KD tx = qHTS for induction of synthetic lethality in tumor cells producing 2HG: qHTS for the HT-1080-IDH1KD cell line; HT-1080 IDH1 knockdown viability, ATP luminescence, 48 h; Potency, µM (top dose mostly 46.1 µM), inactives show at the top dose activity, negative = toxicity, actives largely listed as cytotoxic; hit rate 2% among 360,000; AID 686971, 2013;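 further: potency means the concentration at half of the fitted maximal effect; 0% = DMSO wells and -100% = cell-free medium wells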
#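 % activity derives from luminescence (CellTiter-Glo), normalised to DMSO and no-cell wells. HT-1080-IDH1KD cells, 750/well, had 48 h compound exposure at 37 °C.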
# ATXN2 expr inh = Primary qHTS for Inhibitors of ATXN expression; HEK-293 ATXN2-luciferase reporter, luminescence, 24 h; Potency, µM (doses to about 57 µM), for inactives: top-dose activity change, negative = inhibition, most hits filed as inhibitors; hit rate 0.72% among 360,000; AID 1745845, 2022; further: potency means the concentration at half of the fitted maximal effect; on the % scale 0 is the no-effect control and ±100 the full control effect; nearly all actives have a fitted effect of over 55% in size
#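 qHTS (up to 57 uM final) was run with 24 h compound exposure of reporter cells at 37 °C. Each well was multiplexed: SteadyGlo luminescence measured ATXN2-luciferase expression after a fluorogenic Gly-Phe-AFC viability readout (25 uM final).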
# MCF10A rerep = A quantitative high throughput screen for small molecules that induce DNA re-replication in MCF 10a normal breast cells; hit rate 2.9% among 350,000; Potency, µM (top dose mostly 46.1 µM), for inactives: at the highest dose activity, positive = re-replication, most hits filed as activators; MCF 10A DNA re-replication, Hoechst nuclear intensity, 48 h; further: potency means the concentration at half of the fitted maximal effect; % of control where 0% means no effect; nearly all actives have a fitted effect of over 50% in size
# SW480 rereplic = A quantitative high throughput screen for small molecules that induce DNA re-replication in SW480 colon adenocarcinoma cells; Potency, µM (top dose mostly 46.1 µM), without a hit: at the highest dose re-replication activation, hits mostly activators; SW480 DNA re-replication, Hoechst DNA content imaging, 48 h; hit rate 1.8% among 340,000; further: potency means the concentration at half of the fitted maximal effect; % of control where 0% means no effect; nearly all actives have a fitted effect of over 55% in size
#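 Per well, 250 cells were exposed to pinned compound for 48 hr. Nuclear DNA was visualised with Hoechst (40 min, 37 C) and total object intensity recorded by fluorescence scanning.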
# IL1B secr inh = qHTS for Inhibitors of Inflammasome Signaling: IL-1-beta AlphaLISA Primary Screen. THP-1 LPS/ATP IL-1B secretion, AlphaLISA, 16 h; stronger effect = lower value. activity change, % at 57.5 µM. hit rate 4.7% among 360,000. AID 743279, 2014; in the data active means activity change below about -50%; inconclusive means mostly about -30% to -49%; further: on the % scale 0 is the no-effect control and ±100 the full control effect
#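 Secreted IL-1B measured by AlphaLISA bead assay after 16 h compound exposure of THP-1 cells; compounds (final up to 57.5 uM) added 1 h before LPS (250 ng/mL) and ATP (1.25 mM) stimulation; lower signal means less secretion.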
# HT1080NT lethal = qHTS for induction of synthetic lethality in tumor cells producing 2HG: qHTS for the HT-1080-NT fibrosarcoma cell line. HT-1080-NT fibrosarcoma viability, CellTiter-Glo ATP luminescence, 48 h. Potency, µM (doses to about 46.1 µM), without a hit: at the top dose activity, negative = less viability, most hits filed as cytotoxic. hit rate 1.6% among 360,000. AID 686970, 2013;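 further: NT is the 2HG producing partner of a matched IDH1 knockdown line; potency means the concentration at half of the fitted maximal effect; 0% = DMSO-treated cells and -100% = media-only wells without cells; nearly all actives have a fitted effect of over 55% in size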
#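 Toxicity toward the 2HG-producing NT line was scored as %Activity, normalised to DMSO and no-cell wells, from CellTiter-Glo luminescence after 48 hours' treatment.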
# Starred values were filed as active, the others as inactive; u = inconclusive; x = not tested or not shown; [ ] = another dose, or the depositor's remark. Unless noted, the call rests on the fitted dose curve; in most records, active means well fitted curve in the direction sought with a large enough effect; inconclusive means small, poorly fitted or top-dose-only effect, or another doubt; inactive means no such curve, though single readings can be large; an effect the other way counts as inactive or inconclusive. Hits appear at their usual frequency; 12% or so of the library scored in one or more.
1) O=C(/C=C/c1cccc(O)c1)c1ccc(N2CCOCC2)cc1
2) CCOc1ccc(C(=O)N2CCCC2)cc1OC
3) CC(=N\O)/C(CN(C)C)=N/O
4) COc1cccc(-c2sc3cc(OC)c(OC)cc3c2-c2ccc(OCCN3CCCCC3)cc2)c1
5) O=c1[nH]c(N2CCN(c3ccccc3)CC2)nc2c1CCC2
6) CC12CCCC[C@@H]1CCC1C2CCC2(C)C1CC[C@@]2(O)CNCCO (some centres not stated)
7) CC1CCCN(C(=O)c2cc(F)c(F)cc2Cl)C1 (configuration not stated)
8) Cc1c(NC(=O)CSc2ccc3c(c2)OCCO3)c(=O)n(-c2ccccc2)n1C
9) COc1cc(/C=C/C(=O)c2c(O)cc(C)oc2=O)cc(OC)c1O
10) CN(C)/C=N/c1ncc(C(=O)c2ccc3ccccc3c2)s1

compound no.,1,2,3,4,5,6,7,8,9,10
KB-3-1 cytotox,u,11%,-6%,0%,u,5%,1%,16%,u,u
KB-V1 MDR tox,-27%,u,17%,0%,7%,26%,29%,3%,u,u
WRN helicase inh,-10%,5%,4%,-6%,-4%,8%,11%,-9%,-16%,-8%
HT1080 IDH1KD tx,-28%,8%,11%,16µM*,14%,u,3%,7%,u,2%
ATXN2 expr inh,x,0%,-7%,-21%,-6%,-24%,4%,2%,12%,27%
MCF10A rerep,7%,-3%,-4%,u,2%,3%,-4%,0%,2%,u
SW480 rereplic,u,-9%,-8%,6%,-8%,29%,-2%,-3%,-1%,16%
IL1B secr inh,-94*,-14,3,-11,-3,u,2,-22,-55*,8
HT1080NT lethal,-7%,4%,7%,u,13%,u,13%,-1%,u,3%

# Record cards (already shown). Order of screens: KB-3-1 cytotox | KB-V1 MDR tox | WRN helicase inh | HT1080 IDH1KD tx | ATXN2 expr inh | MCF10A rerep | SW480 rereplic | IL1B secr inh | HT1080NT lethal
# Entry for CCOc1ccc(C(=O)N2CCCC2)cc1OC : 11% | u | 5% | 8% | 0% | -3% | -9% | -14 | 4%
# Entry for O=c1[nH]c(N2CCN(c3ccccc3)CC2)nc2c1CCC2 : u | 7% | -4% | 14% | -6% | 2% | -8% | -3 | 13%
# Entry for CC12CCCC[C@@H]1CCC1C2CCC2(C)C1CC[C@@]2(O)CNCCO (some centres not stated) : 5% | 26% | 8% | u | -24% | 3% | 29% | u | u
# Entry for COc1cccc(-c2sc3cc(OC)c(OC)cc3c2-c2ccc(OCCN3CCCCC3)cc2)c1 : 0% | 0% | -6% | 16µM* | -21% | u | 6% | -11 | u

# The list continues.
11) Cc1ccc(C)c(OCC(=O)Nc2cccc(C(=O)O)c2)c1C
12) C=CCNc1nc(N)c([N+](=O)[O-])c(Nc2ccccc2OC)n1
13) C[C@@H]1CCCN1[C@H]1CS(=O)(=O)N[C@@H]1COCc1ccccc1
14) Cc1ccc(C)c(NC(=O)CSc2nnc([C@@H]3CCCN3C(=O)OC(C)(C)C)o2)c1
15) Cc1ccc(S(=O)(=O)CC(=O)N2CC(C)OC(C)C2)cc1 (configuration not stated)
16) COc1ccc(S(=O)(=O)N2CCOCC2)cc1NC(=O)CCc1cc(OC)c(OC)c(OC)c1
17) CCCCN1C(=O)C(CC(=O)NCc2cccs2)CC(C(=O)N2CCCCCC2)=C1C (configuration not stated)
18) Cc1ccc(S(=O)(=O)N2C(=O)CCC2C(N)=O)cc1 (configuration not stated)
19) COc1cc2c(cc1OC)CN(C(=O)c1ccc3nc[nH]c3c1)CC2
20) CC(C)(C)NC(=O)C(=O)NNC(=O)c1cccc([N+](=O)[O-])c1

compound no.,11,12,13,14,15,16,17,18,19,20
KB-3-1 cytotox,17%,-3%,0%,9%,-3%,u,17%,0%,u,-2%
KB-V1 MDR tox,0%,-13%,14%,-1%,-9%,4%,u,6%,0%,-5%
WRN helicase inh,5%,-6%,-6%,3%,4%,7%,1%,1%,0%,-1%
HT1080 IDH1KD tx,1%,-1%,0%,-2%,9%,0%,16%,1%,12µM*,18%
ATXN2 expr inh,x,-6%,0%,-9%,-13%,-5%,-9%,x,-4%,24%
MCF10A rerep,3%,12%,x,-3%,1%,7%,x,1%,8.2µM*,-4%
SW480 rereplic,-18%,0%,x,0%,-1%,1%,x,3%,5.8µM*,-3%
IL1B secr inh,1,0,8,0,22,-24,7,-14,68,-5
HT1080NT lethal,14%,28%,6%,-4%,-1%,9%,-1%,-5%,10µM*,5%

21) COC(=O)c1cc(-c2ccc(S(=O)(=O)N3CCCC3)cc2)c(C(F)(F)F)s1
22) C=CCOc1ccccc1CNc1ccc2c(c1)OCCO2
23) CCOC(=O)C1CCN(S(=O)(=O)c2ccc(C(=O)OC)cc2)CC1
24) Cc1cc(C)n(CCc2nc(-c3ccc(F)cc3)cs2)n1
25) CC(=O)c1cccc(NC(=O)c2nccnc2C(=O)O)c1
26) COc1ccc(C2=CSC3=C(C(=O)c4cccc(S(=O)(=O)N(C)C)c4)CCN23)cc1
27) CSCCC(NC(=O)COc1ccccc1)C(=O)N1CCOCC1 (configuration not stated)
28) COc1ccc2c(=O)c3c(=O)n(CCc4ccccc4)c(C)nc3oc2c1
29) O=C(Nc1ccc(C(F)(F)F)cc1)C1CCCCN1S(=O)(=O)c1ccccc1 (configuration not stated)
30) CCC1(c2ccccc2)SC(=O)NC1=O (configuration not stated)

compound no.,21,22,23,24,25,26,27,28,29,30
KB-3-1 cytotox,-13%,-18%,3%,0%,1%,7%,0%,3%,u,6%
KB-V1 MDR tox,1%,-23%,-1%,6%,1%,0%,9%,u,u,5%
WRN helicase inh,-8%,0%,3%,-2%,0%,0%,1%,-6%,-7%,-6%
HT1080 IDH1KD tx,-20%,u,12%,-3%,0%,5%,1%,13%,-2%,1%
ATXN2 expr inh,-15%,u,-17%,16%,-8%,-17%,5%,-3%,-36%,-14%
MCF10A rerep,10%,4%,u,u,-7%,832%[0.0737 µM],-2%,-2%,u,-3%
SW480 rereplic,1%,24%,5%,u,-1%,-1%,-6%,u,6%,-5%
IL1B secr inh,3,-75*,19,u,-8,15,4,x,-24,9
HT1080NT lethal,-12%,u,-3%,-3%,5%,1%,4%,11%,2%,-2%

31) Cc1cc(OCC(=O)Nc2ccc3c(c2)OCCO3)cc(C)c1Cl
32) O=C(NCCC1CCCCN1S(=O)(=O)c1ccccc1)C(=O)Nc1ccc(F)cc1F (configuration not stated)
33) Cc1cc(S(=O)(=O)N2CCN=C2c2ccccc2)c(Cl)cc1Cl
34) Cc1ccc(S(=O)(=O)NC(CC(C)C)C(=O)N2CCC(C)CC2)cc1 (configuration not stated)
35) COc1ccc(N2CCN(Cc3nc(-c4ccccc4)no3)CC2)cc1
36) C/C(=N\N=C(N)N)c1ccc(Cl)cc1Cl
37) CCCn1c(N)c(N(CCOC)C(=O)c2ccc(-c3ccc(Cl)cc3)o2)c(=O)[nH]c1=O
38) CN1CC(=O)N/C1=N\C(=O)Nc1ccc(O)cc1
39) Cc1cccc(-c2nc3cc([N+](=O)[O-])ccc3o2)c1
40) CC(C)CCNC(=O)C1C2C=CC3(CN(Cc4ccccc4Cl)C(=O)C13)O2 (configuration not stated)

compound no.,31,32,33,34,35,36,37,38,39,40
KB-3-1 cytotox,-8%,u,-4%,1%,5%,u,6%,1%,3%,-2%
KB-V1 MDR tox,-7%,u,6%,-13%,-13%,u,1%,14%,1%,-22%
WRN helicase inh,-5%,-31%,3%,1%,-8%,u,-10%,0%,-3%,3%
HT1080 IDH1KD tx,-3%,-19%,0%,2%,8%,21µM*,-2%,1%,15%,1%
ATXN2 expr inh,7%,-21%,-8%,x,13%,u,-7%,x,50%,3%
MCF10A rerep,u,18µM*,1%,-4%,1%,u,5%,3%,5%,8%
SW480 rereplic,-5%,u,-2%,u,-5%,u,-1%,-2%,-1%,-11%
IL1B secr inh,-8,u,21,18,18,-92*,-6,2,38,-4
HT1080NT lethal,3%,-10%,1%,-1%,3%,13µM*,-3%,-1%,12%,-2%

41) CC1CCCN(C(=O)c2cc(S(=O)(=O)N3CCCCC3)c[nH]2)C1 (configuration not stated)
42) COc1ccccc1N1CCN(C(c2ccc(Cl)cc2)c2nnnn2C(C)(C)C)CC1 (configuration not stated)
43) CC(=O)OC1CC(n2ccc(NC(=O)c3ccccc3)nc2=O)OC1CO (configuration not stated)
44) CC(C)(CN1CCN(Cc2ccccc2)CC1)NS(=O)(=O)c1ccc(Cl)cc1
45) COCC(=O)Nc1nc2n(n1)C(c1ccccc1Cl)CC(c1ccc(OC)cc1)N2 (configuration not stated)
46) CCCCNS(=O)(=O)c1ccc(OC)c(C)c1

compound no.,41,42,43,44,45,46
KB-3-1 cytotox,10%,u,-11%,0%,12%,0%
KB-V1 MDR tox,-27%,18µM*,12%,u,0%,2%
WRN helicase inh,-9%,-30%[57.1 µM],2%,-2%,11%,-23%
HT1080 IDH1KD tx,6%,-27%,-5%,3%,5%,1%
ATXN2 expr inh,5%,-26%,0%,x,-7%,1%
MCF10A rerep,16%,-13%,-1%,u,-17%,-2%
SW480 rereplic,-12%,16%,4%,3%,-2%,-7%
IL1B secr inh,21,u,-6,-25,3,7
HT1080NT lethal,-10%,-25%,-3%,u,11%,5%

# Screening results from PubChem BioAssay.
